NCF1 inh: blocks human p47phox regulatory protein of NADPH oxidases; p47phox/p22phox peptide binding, fluorescence polarization, 2 h; 220,000 compounds, 0.53% hits; inhibition, % at 24.7 µM;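 active = inhibition above about 30%, limit read from the data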;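 also: 0% = p47phox with labelled peptide and 100% = labelled peptide alone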
Ba/F3 V617F tox: reduce viability of Ba/F3 cells dependent on JAK2V617F; AID 1446; Ba/F3 EpoR-JAK2V617F viability, ATP luminescence; 220,000 compounds, 1.1% hits; inhibition, % at 5.6 µM;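 active = inhibition above the campaign mean plus 3 SD over all tested compounds, cut at about 24% in these data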;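 also: cytokine-independent growth of Ba/F3 cells driven by EpoR plus mutant JAK2; 0% = DMSO-treated cells and 100% = JAK inhibitor I control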
PPC-1+TRAIL kill: PPC-1 cancer cell killing with TRAIL present. PPC-1 cells + TRAIL, ATPLite viability luminescence. cell killing (% activity), % at 4 µM. 220,000 compounds, 0.41% hits;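 active = cell killing above 50% in the first pass at 4 µM, then a duplicate retest at 5 µM averaging 50% or more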;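 also: plate controls were cells with TRAIL plus DMSO for no effect and medium-only wells lacking cells for full effect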
PGE2 EP2 inh: EP2 receptor (human) inhibition; P43116; C6 glioma cells expressing human EP2, cAMP TR-FRET; cells stimulated with saturating PGE2; inhibition, % at 25 µM; 260,000 compounds, 0.52% hits; AID 1422;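 active = percent inhibition above 40 after rounding to a whole number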;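 also: rat C6 glioma host cells with rolipram phosphodiesterase inhibitor present; the protocol text gives 20 µM as final concentration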
Target sequence (P43116 whole entry, looked up): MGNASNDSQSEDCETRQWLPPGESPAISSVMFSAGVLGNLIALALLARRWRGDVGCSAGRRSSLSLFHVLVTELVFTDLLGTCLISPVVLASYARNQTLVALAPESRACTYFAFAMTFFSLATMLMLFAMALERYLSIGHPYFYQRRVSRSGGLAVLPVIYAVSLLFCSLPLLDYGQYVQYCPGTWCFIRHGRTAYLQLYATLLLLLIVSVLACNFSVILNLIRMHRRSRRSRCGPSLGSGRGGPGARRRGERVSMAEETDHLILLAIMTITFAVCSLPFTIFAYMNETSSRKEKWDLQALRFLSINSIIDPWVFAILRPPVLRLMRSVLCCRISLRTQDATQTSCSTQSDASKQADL
RBBP9 inh: inhibitors of human serine hydrolase RBBP9; O75884; recombinant RBBP9, FP-Rh probe fluorescence polarization; inhibition, % at 7.94 µM; 220,000 compounds, 0.2% hits;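 active = inhibition above the campaign mean of all tested compounds plus 3 SD, cut at about 14% in these data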;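 also: plate controls were DMSO wells with RBBP9 for no effect and wells lacking RBBP9 protein for full effect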
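Test system: recombinant human RBBP9; Timing: 30 min then 45 min, 25 °C; Detection: fluorescence polarization; Control set: RBBP9 with DMSO as uninhibited control, no-protein wells as full inhibition; Compound dosing: one concentration, 7.94 µM nominal, 0.794% DMSO; Probe or stimulus: FP-Rh activity-based probe, 375 nM before mixing.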
BaF3 tox: parental Ba/F3 viability inhibition as JAK2V617F counter-screen; CellTiter-Glo ATP luminescence; inhibition, % at 5.6 µM; 220,000 compounds, 1.1% hits; AID 1486;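 active = inhibition above a per-campaign cutoff, the mean inhibition of all tested compounds plus 3 SD, cut at about 27% in these data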;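 also: 0% = DMSO wells and 100% = JAK Inhibitor I control wells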
Furin inh: blocks human furin protease activity | purified furin, fluorogenic substrate cleavage | inhibition, % at 30 µM | 220,000 compounds, 0.061% hits | AID 463115; in the data active = inhibition above about 25%; also: inactives centre near -15
Target sequence (P09958 108-714 limits assumed): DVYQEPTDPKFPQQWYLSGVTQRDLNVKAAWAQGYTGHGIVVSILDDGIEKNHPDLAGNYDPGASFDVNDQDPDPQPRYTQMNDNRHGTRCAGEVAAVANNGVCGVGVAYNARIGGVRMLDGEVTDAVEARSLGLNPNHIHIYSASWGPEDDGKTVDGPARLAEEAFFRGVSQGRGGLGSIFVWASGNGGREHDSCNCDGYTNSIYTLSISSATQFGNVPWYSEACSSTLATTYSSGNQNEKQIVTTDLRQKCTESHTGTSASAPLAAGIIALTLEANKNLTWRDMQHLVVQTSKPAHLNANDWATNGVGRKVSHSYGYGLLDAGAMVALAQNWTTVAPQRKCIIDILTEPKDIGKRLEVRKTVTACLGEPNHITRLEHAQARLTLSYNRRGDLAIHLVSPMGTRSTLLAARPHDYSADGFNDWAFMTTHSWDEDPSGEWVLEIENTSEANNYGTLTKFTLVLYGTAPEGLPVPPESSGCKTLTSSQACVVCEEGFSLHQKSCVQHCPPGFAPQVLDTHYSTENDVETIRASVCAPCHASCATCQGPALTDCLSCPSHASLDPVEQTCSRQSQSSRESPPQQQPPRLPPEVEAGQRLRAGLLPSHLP
Tb hexokinase: blocks Trypanosoma brucei hexokinase 1 activity; recombinant TbHK1, G6PDH-coupled NADH A340; 220,000 compounds, 0.11% hits; inhibition, % at 10 µM;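 active = inhibition of 50% or more in the single-dose primary screen; inactive = inhibition below 50%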
p97 ATPase inh: human p97 ATPase inhibition. P55072. recombinant p97 ATPase, Kinase-Glo ATP luminescence, 3 h. inhibition, % at 8 µM. 220,000 compounds, 0.42% hits. AID 1481; in the data active = inhibition above about 15%;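 also: 0% = DMSO vehicle and 100% = wells lacking enzyme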
Active calls of the source: *; x = not tested or not shown; & = joins results of further samples; [ ] = remark or other dose.

SMILES	NCF1 inh	Ba/F3 V617F tox	PPC-1+TRAIL kill	PGE2 EP2 inh	RBBP9 inh	BaF3 tox	Furin inh	Tb hexokinase	p97 ATPase inh
CNC(=S)NCCc1ccc(OC)c(OC)c1	-3	-2	19	x	-3	2	11[20 µM]	-2	5
N#Cc1ccc(OCC(=O)NC2=NCCS2)cc1	1	2	25	3	-6	7	-24	-1	2
Nc1cc(Cl)nc(N/N=C/c2ccc([N+](=O)[O-])cc2)n1	-7	0	29	20	2	6	-12	-31	2
COC(=O)c1sccc1NC(=O)c1cc(OC)c(OC)c(OC)c1	-11	-3	34	12	2	5	-6[20 µM]	-5	0
Cc1nc2ccccc2n1CC(=O)N1CC(=O)Nc2ccccc21	-1	-2	36	3	-5	0	-21	1	1
COc1ccc(CNS(=O)(=O)NCc2ccccc2)cc1OC	-4	0	10	8	1	7	-34	1	2
Cc1ccc2c(=O)[nH]c(Nc3nc(C)cc(-c4ccccc4)n3)nc2c1	-6	-2	13	13	-1	1	-6	-17	5
O=C(Nc1cccnc1)c1ccc(CN2CCc3ccccc3C2)cc1	1	3	9	8	-9	0	-14	2	-3
Cc1ccc(S(=O)(=O)C2(C(=O)NC3CCCCC3C)CC2)cc1 (stereo not given)	6	4	7	2	9	7	-4	8	-6
CCOC(=O)c1c(C)[nH]c(C(=O)COC(=O)c2ccc(F)c(S(=O)(=O)N3CCOCC3)c2)c1C	-11	3	11	17	-2	6	-15[20 µM]	-4	-6
CCCCC1=CC2=C(c3ccco3)C(=O)C(C)(OC(=O)c3ccc(OC)cc3)C(=O)C2=CN1CC1CC1 (stereo not given)	11	x	13	8	x	x	-22	-22	x
O=C(c1cnsn1)N1CCC(CO)(Cc2ccc(Cl)cc2)CC1	4	0	15	5	-3	8	-24	-5	-1
COC(=O)c1sccc1OCc1cccc(OC)c1	-8	-1	15	2	-3	1	-20	-4	4
O=C1N2CCSC2=NC1(NS(=O)(=O)c1ccccc1)C(F)(F)F (stereo not given)	-5	3	-3	11	2	10	-20	4	-1
O=c1cc(-c2cccs2)oc2ccc(Cl)cc12	-8	-4	21	5	4	1	-28[20 µM]	-13	1
CCOC(=O)c1c(NC(=O)c2ccccc2N(C)S(=O)(=O)c2ccccc2)sc2c1CCCC2	5	3	8	5	-8	5	-16	-24	-7
Cc1ccc(NC(=O)c2cccs2)cc1NC(=O)c1ccco1	-2	3	9	7	-7	-2	-15	3	1
O=C(Nc1ccc(S(=O)(=O)Nc2nccs2)cc1)C1=NN(c2ccccc2)C(=O)CC1	-13	3	12	14	-15	-1	-2	-18	-2
CCN1CCN(c2cc(C)c3cc(NC(=S)NCc4cccs4)ccc3n2)CC1	0	3	-17	4	12	9	-7	1	1
OCCOCCn1c2ccccc2c2ccccc21	-3	-4	-6	8	-1	-1	-7	-12	7
CCOC(=O)c1[nH]c2ccc(OC)cc2c1NC(=O)CCN1CCC(C)CC1	-9	2	-16	17	-5	8	-16[20 µM]	-19	-4
COc1ccc(-c2cc(C(=O)N3CCCCC3)no2)cc1OC	-9	-1	11	9	-8	3	-24	5	3
CN(C)C(=O)CSc1nnc(CCNC(=O)OC(C)(C)C)o1	1	4	0	5	-2	6	-21	10	-5
CN(C)S(=O)(=O)Nc1ccc(Oc2ccccc2)cc1	-17	1	4	7	-6	4	-24[20 µM]	10	3
CC1(C)CC(=O)c2cc(N=C/C(C(=O)c3ccccc3)=C(\O)c3ccccc3)c(=O)oc2C1	-21	-2	9	10	-2	1	8	-3	1
CCC1CCCCN1C(=S)NC(=O)c1cccs1 (stereo not given)	-13	1	14	9	-6	8	-31	3	5
O=C(NN1C(=O)c2ccccc2NC1c1ccco1)c1ccc([N+](=O)[O-])cc1 (stereo not given)	2	0	11	7	-4	6	-23	-8	2
O=C(c1ccc2c(c1)OCO2)N1CCN(c2ccc(Cl)cc2)CC1	-15	2	19	10	-2	2	-17	-6	-9
Cc1ccccc1-n1c(SCC(=O)N2CCN(c3ccccc3)CC2)nnc1-c1ccncc1	-25	-1	12	6	0	9	-23	-7	7
COc1ccc(S(=O)(=O)Nc2nnc(C)s2)cc1	-13	-3	-6	0	-1	-1	-27	4	8
C1=Cc2ccccc2Nc2ccccc21	3	0	-3	11	-10	2	-17	-10	2
COc1ccc(Nc2nc3ccccc3nc2NS(=O)(=O)c2cccs2)c(OC)c1	-31	-3	-1	10	-3	-3	-11	-34	24*
COc1ccccc1NC(=O)N1CCN(c2ccccc2F)CC1	4	4	2	4	-10	2	-6[20 µM]	10	-4
COc1ccc(-c2nnc(SCC(=O)NC3CCCc4ccccc43)n2N)cc1 (stereo not given)	-6	-3	28	8	-7	2	-29	0	4
CN(C)CCn1c(C(=O)O)cc2ccccc21	-4	-3	12	7	-5	2	-9	4	7
CCOC(=O)Cc1csc(NC(=O)CSc2nnnn2-c2ccc(F)cc2)n1	-10	5	6	17	-8	1	-9	3	-7
COc1ccc(NC(=S)Nc2cc(-c3ccccc3)[nH]n2)cc1Cl	-15	0	8	10	-24	2	-27[20 µM]	3	3
CC(C)CNC(=O)COc1cccc(C(=O)NCc2ccccc2)c1	-6	-2	15	6	-8	3	-5	33	1
COc1ccccc1/C=N/NC(=O)C1=NNC(c2ccccc2)(c2ccccc2)C1	-14	-2	19	x	-2	7	-27[20 µM]	-6	1
CCn1c(COc2ccc(C)cc2)nnc1SCC(=O)NCc1ccco1	-2	-3	12	10&2	-1	-1	-6	-3	4
COc1cccc(CC2(CO)CCCN(C(=O)c3cc[n+]([O-])cc3)C2)c1 (stereo not given)	-3	0	6	-1	1	4	-32	-3	3
Cc1cccc(-n2cc(-c3ccccc3)c3c(N4CCOCC4)ncnc32)c1	-2	-1	8	8	-5	5	-13	2	3
Cc1cccc(NC(=S)NCCO)c1C	-10	2	24	1	-5	5	-23	-14	1
C=CCOc1ccc(CNc2nccs2)cc1OCC	-22	1	4	4	5	2	-24[20 µM]	-3	1
O=C(O)c1cc2nc3c(c(C(F)(F)F)n2n1)CCCC3	-1	0	14	5&4	-5	8	-20	2	4
CCc1ccc(NC(=O)CC2C(=O)NCCN2C(=S)Nc2ccccc2)cc1 (stereo not given)	-13	-2	24	6	5	3	-23	-1	5
CCCNC(=O)CCn1c(=S)oc2ccccc21	4	-1	6	3	0	0	-22	3	7
O=C(COc1ccc2ccccc2c1)NCC(=O)N/N=C/c1ccco1	-15	3	-17	6	-15	3	-12[20 µM]	10	-3
Cc1ccnc(NC(=S)NC(=O)/C=C/c2ccccc2)c1	0	-2	2	9	-4	0	-16[20 µM]	-9	1
Cc1ccc(C(c2nnnn2C2CCCC2)N2CCN(c3nc4ccccc4s3)CC2)cc1 (stereo not given)	x	-5	x	13	-10	1	-25[20 µM]	-1	4
COCCN(CC(=O)Nc1ccccc1)S(=O)(=O)c1ccc(S(=O)(=O)N2CCCC2)cc1	-23	-1	28	5	-12	5	9	2	2
O=C(c1cccc(S(=O)(=O)N2CCc3ccccc3C2)c1)N1CCN(c2ccc(O)cc2)CC1	0	4	16	7	-6	3	-16	-7	1
C[C@@H](C(=O)Nc1ccc2ccccc2c1)[C@H]1C[C@]1(C)[C@H](NS(=O)(=O)c1ccccc1)c1ccccc1	-9	-2	18	9	-26	2	-13	-1	4
O=S1(=O)C=C(SCc2ccc(Cl)c(Cl)c2)Nc2ccccc21	-16	4	-5	12	-8	6	-5[20 µM]	3	-3
COc1ccc(CCNC(=O)COC(=O)c2cc(OC)c(OC)cc2OC)cc1OC	6	-1	-6	5	-12	4	-24	0	3
O=C(c1ccc(Cl)c(S(=O)(=O)N2CCOCC2)c1)N1CCCCC1	-8	-2	x	14&5	2	3	-23	-3	6
Cc1ccc(C(=O)Oc2cccc(NC(=O)c3ccccc3)c2)cc1C	-6	0	-16	10	-29	6	-12	7	0
CCCN1Cc2cccc(C(=O)NCCCOC(C)C)c2C1=O	-4	5	8	4	-5	0	-10	2	-5
O=C(O)CCc1ccc(-c2ccc(Cl)cc2)n1NC(=O)c1ccc(O)cc1	-12	0	33	10	-6	7	-26	-11	1
NS(=O)(=O)c1ccc(NC(=S)Nc2ccn(Cc3cccc4ccccc34)n2)cc1	-13	0	18	3	-28	-1	-21	-4	4
Following part:
SMILES	NCF1 inh	Ba/F3 V617F tox	PPC-1+TRAIL kill	PGE2 EP2 inh	RBBP9 inh	BaF3 tox	Furin inh	Tb hexokinase	p97 ATPase inh
Cc1nc2c(ccc3nc(NC(=O)C4CC4)sc32)s1	6	2	20	17	-9	6	-31	-4	5
Cc1nc2cc(NC(=O)CCS(=O)(=O)c3ccccc3)ccc2s1	-8	0	-1	6	-1	7	-19	0	4
Cc1cc(C)cc(OCC(=O)NC2CCCc3ccccc32)c1 (stereo not given)	-2	0	12	8	-3	4	-8	0	-1
CCOc1ccc(/C=c2\sc3nc(-c4ccco4)nn3c2=O)cc1OCC	-14	-6	4	8	2	2	-14	24	3
COc1cc(CC(=O)NCc2ccc3c(c2)OCO3)cc(OC)c1OC	2	-2	8	10	-1	5	-24[20 µM]	24	4
COc1cc(/C=N/Nc2ccccc2[N+](=O)[O-])ccc1OC(=O)c1ccccc1F	-16	-2	8	4	8	4	-26	-20	11
Cn1c(=O)oc2cc(S(=O)(=O)Nc3ccc(Cl)cc3F)ccc21	-5	-3	-2	5	2	3	-9	-1	3
Cc1cccc2cc(COC(=O)c3ccccn3)c(=O)[nH]c12	-6	-5	14	18	-10	-3	-30	-14	5
CC(C)(C)c1ccc(/C=N/N2CCN(c3ccccn3)CC2)cc1	-9	-3	0	4	1	6	-21	-22	-4
COC(=O)c1ccccc1NC(=O)CN1CCC(NC(=O)c2ccc(C)cc2)CC1	-11	5	28	5	-13	9	-20	3	-5
N#CC1=C(C=Nc2ccccc2O)CCC1	-10	2	18	6	-16	8	-7[20 µM]	11	-5
CCOc1ccc(CCNC(=O)Cn2cccc2C(=O)c2ccccc2)cc1OCC	-14	1	18	5	-10	2	-24	-5	-2
CCN(CC)C(=O)C1CCCN(c2ncnc3c2cnn3-c2cccc(C)c2)C1 (stereo not given)	5	-1	14	15	-10	7	8	-4	-2
COc1ccc(OC)c(C2=NOC(C(=O)N3CCCc4ccccc43)C2)c1 (stereo not given)	4	-3	23	4	1	3	-23[20 µM]	-5	1
COc1ccc(-n2nnnc2SCC(=O)N2CCCc3ccccc32)cc1OC	-9	0	12	20	0	2	-5[20 µM]	3	-1

In a second layout: results already given.
| compound | NCF1 inh | Ba/F3 V617F tox | PPC-1+TRAIL kill | PGE2 EP2 inh | RBBP9 inh | BaF3 tox | Furin inh | Tb hexokinase | p97 ATPase inh |
| --- | --- | --- | --- | --- | --- | --- | --- | --- | --- |
| CCn1c(COc2ccc(C)cc2)nnc1SCC(=O)NCc1ccco1 | -2 | -3 | 12 | 10&2 | -1 | -1 | -6 | -3 | 4 |
| COc1cccc(CC2(CO)CCCN(C(=O)c3cc[n+]([O-])cc3)C2)c1 (stereo not given) | -3 | 0 | 6 | -1 | 1 | 4 | -32 | -3 | 3 |

A second format for part of the listing above.
> CCOc1ccc(/C=c2\sc3nc(-c4ccco4)nn3c2=O)cc1OCC
  NCF1 inh: -14; Ba/F3 V617F tox: -6; PPC-1+TRAIL kill: 4; PGE2 EP2 inh: 8; RBBP9 inh: 2; BaF3 tox: 2; Furin inh: -14; Tb hexokinase: 24; p97 ATPase inh: 3

> CCOc1ccc(CCNC(=O)Cn2cccc2C(=O)c2ccccc2)cc1OCC
  NCF1 inh: -14; Ba/F3 V617F tox: 1; PPC-1+TRAIL kill: 18; PGE2 EP2 inh: 5; RBBP9 inh: -10; BaF3 tox: 2; Furin inh: -24; Tb hexokinase: -5; p97 ATPase inh: -2

p97 ATPase inh, hit marks shown above
canonical_smiles	NCF1 inh	RBBP9 inh	Furin inh	Tb hexokinase	p97 ATPase inh
COc1ccc(Nc2nc3ccccc3nc2NS(=O)(=O)c2cccs2)c(OC)c1	-31	-3	-11	-34	24*

Some of the compounds tested; the hit share may differ from the screen's.
